Compound activity deposited in PubChem BioAssay by several laboratories.
TAAR1 ag: human TAAR1 agonism; activation, % at 3 µM; AID 624467; CHO RD-HGA16 TAAR1, Fluo-8 calcium fluorescence; vehicle wells 0%, saturating PEA agonist 100%; 360,000 tested, 0.99% active;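 active means activation above the mean activation of all test compounds in the run plus 3 SD, cut at about 38% in these data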
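System: CHO-derived RD-HGA16 cells with stable Gα16 and human TAAR1 / Times: 17-24 h plating, Fluo-8 75 min 37 °C, 30 min RT / Technique: calcium-sensitive Fluo-8 signal, excitation 470-495, emission 515-575 nm / Measure: % activation relative to PEA EC100 response / Benchmarks: DMSO and PEA EC100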
CRFR2-BP antag: antagonists of CRF-binding protein/CRF-R2 receptor complex; HEK293 CRF-R2/CRF-BP, CRF-induced calcium fluorescence; AID 588475; 350,000 tested, 0.59% active; inhibition, % at 11.8 µM;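 active means inhibition of the ligand-induced calcium signal above about 50% at the single tested concentration, limit read from the data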
CRFBP-R2 agonist: CRF-BP/CRF-R2 complex agonism. HEK293 CRF-R2/CRF-BP, calcium dye fluorescence (FLIPR); percent of saturating CRF peptide response. 350,000 tested, 0.46% active. activation, % at 13.2 µM;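 active means activation of at least 50%, plus an integration ratio under a set limit after plate pattern correction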;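 further: plate controls were neutral control wells without compound for no effect and CRF at EC100 for full effect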
M4 PAM: CHRM4 positive allosteric modulation; activation, % at 3 µM; P08173; CHO-K1 hM4/Gqi5, Fluo-8 calcium fluorescence, ACh EC20; 0% = ACh EC20, 100% = maximal ACh; 360,000 tested, 0.4% active;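 active means activation above its plate's cutoff, the mean activation of sample wells plus 3 SD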; further: some results filed as inactive read as strong as hits
Target sequence (P08173 whole entry, looked up): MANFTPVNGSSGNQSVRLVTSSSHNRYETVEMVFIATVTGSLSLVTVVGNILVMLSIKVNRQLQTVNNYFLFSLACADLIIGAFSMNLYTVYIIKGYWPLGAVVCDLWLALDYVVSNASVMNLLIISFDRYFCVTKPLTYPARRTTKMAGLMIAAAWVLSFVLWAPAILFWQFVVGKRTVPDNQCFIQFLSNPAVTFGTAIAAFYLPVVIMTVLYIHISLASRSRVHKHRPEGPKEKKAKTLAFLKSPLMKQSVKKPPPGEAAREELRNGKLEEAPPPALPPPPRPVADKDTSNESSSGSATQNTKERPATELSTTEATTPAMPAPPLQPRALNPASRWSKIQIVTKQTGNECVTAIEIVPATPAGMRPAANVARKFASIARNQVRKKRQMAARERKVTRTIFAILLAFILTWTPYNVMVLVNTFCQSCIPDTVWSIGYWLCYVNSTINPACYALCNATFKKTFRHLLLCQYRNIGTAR
CHRM5 antagonist: CHRM5 antagonism in calcium assay. P08912. CHO-hM5 cells, Fluo-8 calcium fluorescence, ACh EC80. inhibition, % at 3 µM. 360,000 tested, 0.59% active. AID 624040;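 active means inhibition above a per-plate cutoff, the mean of that plate's test compounds plus 3 SD, cut at about 27% in these data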;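 further: 0% = acetylcholine EC80 with DMSO and 100% = DMSO without agonist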
Target sequence (P08912 whole entry, looked up): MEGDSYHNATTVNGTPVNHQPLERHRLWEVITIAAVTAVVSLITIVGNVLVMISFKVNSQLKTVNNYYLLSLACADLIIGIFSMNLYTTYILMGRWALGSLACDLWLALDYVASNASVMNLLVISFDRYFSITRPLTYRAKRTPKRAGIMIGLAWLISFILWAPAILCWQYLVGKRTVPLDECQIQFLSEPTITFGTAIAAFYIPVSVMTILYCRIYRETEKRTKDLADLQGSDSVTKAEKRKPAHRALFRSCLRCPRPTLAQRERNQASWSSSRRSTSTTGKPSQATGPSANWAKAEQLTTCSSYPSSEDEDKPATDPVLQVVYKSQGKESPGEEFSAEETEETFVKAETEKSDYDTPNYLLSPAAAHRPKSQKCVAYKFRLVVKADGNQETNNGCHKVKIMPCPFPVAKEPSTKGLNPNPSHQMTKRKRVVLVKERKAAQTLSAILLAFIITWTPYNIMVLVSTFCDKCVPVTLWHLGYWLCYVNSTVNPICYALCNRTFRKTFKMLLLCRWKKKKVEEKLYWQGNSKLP
M5 PAM: potentiates acetylcholine response at human M5 receptor | P08912 | 360,000 tested, 0.3% active | CHO-K1 hM5, Fluo-8 calcium, ACh EC20 PAM; 0% = ACh EC20, 100% = ACh EC100 | activation, % at 3 µM;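 active means activation above the run cutoff, the mean activation of all test compounds plus 3 SD, cut at about 18% in these data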
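Assay system: CHO-K1 hM5 cells / Incubation: Fluo-8 loading 80 min at 37 °C plus 30 min room temperature / Technique: Fluo-8 calcium dye fluorescence, kinetic read / Repeats: single replicate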
CHRM5 agonist: agonists of human muscarinic M5 receptor (CHRM5); P08912; activation, % at 3 µM; 360,000 tested, 0.19% active; AID 624037; CHO-K1 hM5 cells, Fluo-8 calcium fluorescence; 0% DMSO wells, 100% maximal acetylcholine response;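 active means activation above the run's mean over test compounds plus 3 SD, cut at about 23% in these data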;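 further: signal is peak over basal fluorescence ratio across the kinetic read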
CHO-K1 Ca PAM: counter-screen for M1 PAMs: effect in parental CHO-K1 cells. activation, % at 3 µM. 360,000 tested, 0.02% active. ATP EC20, Fluo-8 calcium fluorescence; 0% at ATP EC20, 100% at ATP max;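 active means activation above the run cutoff, the mean activation of all test compounds plus 3 SD, cut at about 40% in these data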;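 further: peak over basal fluorescence ratio in a 140 s read after ATP addition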
TAAR1 antagonist: human TAAR1 antagonism; Q96RJ0; CHO RD-HGA16 TAAR1, Fluo-8 calcium fluorescence, antagonist; inhibition, % at 3 µM; 360,000 tested, 1.5% active;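 active means inhibition above a per-plate cutoff, the mean inhibition of test compounds on that plate plus 3 SD, cut at about 49% in these data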;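 further: 0% = DMSO plus EC80 beta-PEA response and 100% = DMSO alone without agonist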
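Material: CHO RD-HGA16 cells bearing hTAAR1; compound dosing: one-point dosing, 3 µM nominal final; schedule: dye loading 75 min at 37 °C, then 30 min room temperature; measured by: calcium fluorescence with Fluo-8; control set: vehicle and agonist controls; replication: n of 1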
* = called active by the depositor; nt = not tested or not shown. Not a hit list; 4.2% or so of the library scored in one or more.

SMILES | TAAR1 ag | CRFR2-BP antag | CRFBP-R2 agonist | M4 PAM | CHRM5 antagonist | M5 PAM | CHRM5 agonist | CHO-K1 Ca PAM | TAAR1 antagonist
CN1CCCN(C(=O)c2ccc(Cl)c(S(=O)(=O)N(C)c3ccccc3)c2)CC1 | 6 | -1 | 1.4 | 10 | -5 | 2 | -3 | 12 | 9
CC(=O)Nc1ccc2nc(-c3ccco3)[nH]c2c1 | 1 | 5 | 3.2 | 7 | 0 | 4 | 1 | 1 | 2
Cc1nc2nc(SCC(=O)NCCCN3CCCC3)nn2c(C)c1Cc1ccccc1Cl | -1 | -11 | -1.3 | -20 | 26 | -15 | -9 | 8 | 3
COc1cccc(C(=O)NC2=NCCS2)c1 | 6 | -16 | 1.3 | 4 | -8 | 7 | 0 | 20 | 6
CC(/C=N/NC(=O)c1cc(C2CC2)[nH]n1)=C\c1ccccc1 | 15 | -3 | 1.3 | 2 | 3 | -2 | -1 | 8 | 8
COc1ccccc1NS(=O)(=O)c1cccc(C(=O)NN)c1 | 12 | 18 | -3.5 | -2 | -3 | -6 | -1 | 10 | 7
Cc1ccsc1C(=O)NCCC(c1ccccc1)c1ccccc1 | 7 | 14 | 0.4 | -13 | -1 | -2 | -7 | 15 | 31
COc1ccc2ccccc2c1CN1CCN(C(=O)c2ccco2)CC1 | 7 | 1 | -1.1 | -2 | 21 | -6 | -4 | -5 | 16
C=CCOc1ccc(/C=C/C(=O)OCC(=O)NCc2ccco2)cc1 | 4 | 7 | -0.4 | 6 | 5 | -9 | 9 | -8 | -10
O=C(Nc1ccc2oc(-c3ccccc3)nc2c1)c1cccs1 | 10 | -23 | -0.2 | -1 | 7 | -8 | 0 | -4 | 14
O=C(Oc1oc(-c2ccco2)nc1C=Nc1ccccc1)c1ccco1 | nt | -6 | 0.8 | 1 | -2 | 0 | 0 | 3 | nt
COc1ccc(C2/C(=C(/O)c3ccccc3)C(=O)C(=O)N2c2ncccn2)cc1OC (stereo not given) | 4 | 3 | -0.4 | 1 | 2 | 5 | 1 | 21 | 14
O=C(NCc1ccccn1)C(C(=O)c1cccc([N+](=O)[O-])c1)n1cc(Cl)ccc1=O (stereo not given) | 2 | 7 | 2.7 | 3 | 3 | 6 | 0 | 18 | -5
COc1ccccc1C(=O)N1CCN(c2cccc(C(F)(F)F)c2)CC1 | 5 | -16 | 0.3 | -5 | -4 | -11 | -10 | 7 | -7
CCC(CC)N1CCN(C(=O)c2cc(OC)c(OC)c(OC)c2)CC1 | 4 | 5 | -1.2 | 2 | -8 | 8 | 3 | 14 | -6
CCCCCC1C(=O)CCC1CC(=O)OC (stereo not given) | 1 | 13 | -0.3 | -4 | 3 | 1 | 1 | 9 | -23
Cc1ccc(SCC(=O)OCC(=O)NC2(C#N)CCCCC2)cc1 | 0 | -2 | 0.6 | 0 | 3 | -8 | -3 | -16 | -23
N=c1c2ccccc2nc2n1CCCCC2 | 0 | -20 | 11 | -14 | 10 | -13 | -2 | -10 | -2
CCCCC(CC)CNC(=O)c1ncn[nH]1 (stereo not given) | 4 | 20 | -1.5 | 11 | -3 | 1 | -1 | 3 | -1
COc1ccc(Cl)cc1-c1cc(C(=O)NCc2ccccc2)[nH]n1 | -1 | nt | nt | 1 | 4 | -3 | -2 | 2 | -9
Cc1nc2ccc(Nc3ccncc3)cc2s1 | 2 | 3 | -0.8 | -12 | 0 | 1 | -5 | 19 | -4
Fc1ccccc1CNCc1ccc2c(c1)OCO2 | 7 | -13 | 0.7 | 5 | 11 | 1 | -1 | 9 | -3
O=C(COC(=O)CC1CCCCC1)Nc1c(Cl)cccc1Cl | 9 | -2 | -2.5 | 14 | 9 | 3 | -2 | 9 | -8
O=c1ccc2c(o1)/C(=C/C=C(Cl)Cl)CCC2 | 11 | -16 | 2.0 | 1 | -5 | -1 | -6 | 12 | 23

Complete entries as entered above. Values in the order: TAAR1 ag	CRFR2-BP antag	CRFBP-R2 agonist	M4 PAM	CHRM5 antagonist	M5 PAM	CHRM5 agonist	CHO-K1 Ca PAM	TAAR1 antagonist
CCC(CC)N1CCN(C(=O)c2cc(OC)c(OC)c(OC)c2)CC1 as listed: 4	5	-1.2	2	-8	8	3	14	-6
O=C(COC(=O)CC1CCCCC1)Nc1c(Cl)cccc1Cl as listed: 9	-2	-2.5	14	9	3	-2	9	-8
COc1ccccc1C(=O)N1CCN(c2cccc(C(F)(F)F)c2)CC1 as listed: 5	-16	0.3	-5	-4	-11	-10	7	-7
Cc1ccc(SCC(=O)OCC(=O)NC2(C#N)CCCCC2)cc1 as listed: 0	-2	0.6	0	3	-8	-3	-16	-23
Fc1ccccc1CNCc1ccc2c(c1)OCO2 as listed: 7	-13	0.7	5	11	1	-1	9	-3

Other compounds follow.
SMILES | TAAR1 ag | CRFR2-BP antag | CRFBP-R2 agonist | M4 PAM | CHRM5 antagonist | M5 PAM | CHRM5 agonist | CHO-K1 Ca PAM | TAAR1 antagonist
CN(C)c1ccc(C(C(=O)NC(C)(C)C)N(C(=O)c2csnn2)C2CC2)cc1 (stereo not given) | 4 | 3 | -1.2 | 6 | -4 | 3 | 0 | 18 | 3
Cc1ccc(NC(=O)COC(=O)/C=C/c2ccccc2)cc1S(=O)(=O)N1CCOCC1 | 1 | 1 | -2.0 | 3 | 10 | -5 | 0 | -16 | 7
CCOc1cc(C(=O)OCc2ccc([N+](=O)[O-])cc2)ccc1OCC(=O)N1CCOCC1 | 3 | 1 | -1.1 | -4 | 10 | -1 | 4 | -15 | 6
O=C(O)CN1C(=O)/C(=C\c2cc(Br)ccc2OCc2ccccc2Cl)SC1=S | 3 | 30 | 1.0 | 0 | 13 | -3 | -1 | 7 | 6
CO/C([O-])=N/c1c[n+](-c2ccc(Cl)cc2)no1 | 1 | -8 | 3.4 | 4 | 0 | -8 | -6 | 11 | -5
Cc1nc2cc(S(=O)(=O)N3CCC(C(=O)O)CC3)ccc2n1C1CCCC1 | -1 | 2 | 0.0 | -2 | 1 | 0 | 0 | 1 | -8
CCOc1cc(C(=O)NCc2ccco2)cc(OCC)c1OCC | 0 | 27 | 0.2 | 9 | 9 | -4 | -1 | 14 | 0
COc1cccc(CN2CCN(S(=O)(=O)c3ccc(Cl)s3)CC2)c1 | -1 | 10 | 6.0 | -4 | 4 | -10 | -6 | -1 | 3
CCOC(=O)c1sc(NS(=O)(=O)c2ccc(C)cc2)nc1C | 12 | 37 | -2.6 | 4 | -15 | -1 | -1 | 19 | 0
COc1ccc(Oc2ccccc2/C=C/C(=O)O)cc1 | 7 | -46 | -2.8 | 3 | -1 | -1 | -1 | 9 | 3
COc1c(C)cccc1C(=O)NC(=S)Nc1ccccc1N1CCCC1 | 2 | -1 | -1.0 | 3 | -1 | 4 | -5 | 17 | -22
Cc1ccc(CNC(=O)c2ccccc2N(C)S(C)(=O)=O)cc1 | 4 | -12 | 9.6 | 11 | -3 | 9 | 1 | -11 | -16
CC(=O)Oc1ccccc1N1C(=O)c2ccc(C(=O)O)cc2C1=O | 26 | -3 | 4.9 | 28 | 2 | 12 | -1 | -5 | 10
CC(c1nc2ccccc2[nH]1)n1c(=O)c(-c2cccnc2)nc2ccccc21 (stereo not given) | 0 | nt | nt | 5 | -18 | 18* | 3 | nt | -50
c1ccc(-c2onc3cc4c(cc23)OCCO4)cc1 | 2 | 8 | -0.9 | -5 | 8 | -10 | -5 | -4 | 8
Nc1c(/C=C2/C=CC(=O)C(O)=C2)c(=O)nc2sc(CC(=O)N3CCCC3)nn12 | 2 | 4 | 0.3 | 7 | -8 | 5 | 1 | -25 | -8
CC(C)NC(=O)N(C)C[C@H]1Oc2ccc(NC(=O)Nc3ccc(C(F)(F)F)cc3)cc2C(=O)N([C@H](C)CO)C[C@@H]1C | 5 | -7 | 0.0 | 5 | 11 | -5 | 4 | 23 | 12
CC12CC3CC(C)(C1)CC(CN1CCOCC1)(C3)C2 | 16 | -14 | 0.1 | 10 | 7 | 1 | -7 | 2 | 3
O=C(CSc1cn(CCNC(=O)c2cccs2)c2ccccc12)NC1CCCCC1 | 1 | -1 | -1.8 | -8 | 9 | -14 | 1 | 1 | 32
CCOC(=O)C/C(C)=N\Nc1nc(-c2ccccc2)cs1 | 2 | 1 | -0.7 | 8 | 10 | 5 | 6 | 1 | -15
CCn1c(CNC(=O)c2ccccc2F)cc2ccccc21 | 0 | 1 | -0.3 | 3 | 7 | -2 | -4 | 11 | -11
Cc1cc(NC(=O)CSC2=NCCS2)no1 | 2 | 10 | -1.5 | 1 | 1 | -2 | -3 | 14 | 3
CC(C)c1ccc(C2NC(=S)NC3=C2C(=O)CC(C)(C)C3)cc1 (stereo not given) | 1 | -8 | 0.8 | 0 | 2 | 1 | -6 | 33 | -9
CC(=NCCc1c(C)[nH]c2ccc(C)cc12)C1=C(O)CC(c2ccccc2)CC1=O (stereo not given) | 10 | 28 | -1.1 | -9 | -3 | -6 | -7 | 7 | -7
NS(=O)(=O)c1ccc(CCNC(=O)c2cncc(Br)c2)cc1 | 2 | 4 | -0.8 | -3 | -1 | -4 | -2 | 8 | -2
COc1ccc(C2CC(c3cccc(OC)c3)n3nc(N)nc3N2)cc1 (stereo not given) | 3 | 2 | 0.8 | 2 | 1 | 0 | 2 | 8 | 0
CC1(C(=O)Nc2cccc3cccnc23)CCN1Cc1cccc2c1OCO2 (stereo not given) | -1 | nt | nt | 2 | -5 | -3 | -1 | 0 | -6
CC(=O)c1ccc(N2CCN(C(=O)c3ccco3)CC2)c(F)c1 | 7 | 18 | 0.9 | 7 | 0 | -2 | -2 | -6 | 15
CS(=O)(=O)c1ccc(Cl)c(NC(=O)C2CCCN(C(=O)c3ccc(Cl)cc3)C2)c1 (stereo not given) | 2 | 0 | -0.5 | -2 | -1 | -2 | -4 | -17 | -9
CC(=O)C1=C(c2ccccc2)N(C(C)=O)n2c(C)nnc2S1 | -1 | 14 | 21 | 4 | -5 | 5 | -1 | 6 | 2
CCOc1ccc(C(=O)NCC(=O)NNC(=O)C2COc3ccccc3O2)cc1OCC (stereo not given) | 2 | 26 | 6.0 | 12 | 3 | 4 | -4 | 12 | -17
CCC(=O)NNc1nc2c(F)cccc2s1 | 0 | -10 | -0.5 | -5 | 7 | 1 | 0 | 16 | 5
C=CCn1c(N)cc(=O)nc1SCC(=O)Nc1cccc2ccccc12 | 15 | 3 | -2.6 | 4 | -6 | 13 | -2 | 14 | -20
COCCN(C(=O)Cn1nnc2ccccc21)C(C(=O)NC1CCCC1)c1ccc(OC)cc1OC (stereo not given) | 6 | -4 | -1.6 | 2 | -2 | -2 | -8 | 11 | 7
CCCC(=O)Oc1ccc(C2NC(=O)c3ccccc3O2)cc1 (stereo not given) | 9 | -3 | -3.2 | -4 | 9 | -1 | -7 | -24 | 6
COc1ccccc1C(=O)NC1CC2CCC(C1)N2Cc1ccccc1 (stereo not given) | 0 | -2 | 0.6 | -8 | 4 | 8 | -15 | 6 | -13
